Bioassay records from PubChem.
GLP-1R agonist – qHTS of GLP-1 Receptor Agonists. Glucagon-like peptide 1 receptor (Homo sapiens), P43220. HEK293 GLP-1R CRE-luciferase, luminescence, 4-6 h; cells express a hypersensitive GLP-1R form. Potency, µM (doses to about 45.6 µM), without a hit: at the top dose activation, hits mostly activators. 0.007% of 380,000 active; further: potency means the concentration at half of the fitted maximal effect; % of control where 0% means no effect
KB-V1 cytotox – qHTS assay for MDR1-selective chemotherapeutics: Primary screen using the drug-selected MDR subline cells KB-V1; KB-V1 MDR cells viability, CellTiter-Glo, 72 h; Potency, µM (doses to about 46.1 µM), for the others: at the highest dose activity change, negative = cytotoxicity, hits mostly cytotoxic; 3.4% of 400,000 active; further: potency means the concentration at half of the fitted maximal effect; on the % scale 0 is the no-effect control and ±100 the full control effect; nearly all actives have a fitted effect of over 60% in size
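Following 72 h at 37 degrees C with compound, KB-V1 cell viability was read by CellTiter-Glo luminescence, medium being phenol-red-free DMEM plus 10% FBS; concentration-response parameters came from normalized, curve-fitted qHTS data.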
GLP1R cytotox – qHTS of GLP-1 Receptor Inverse Agonists: Cytotox Screen | HEK293 cAMP-luciferase reporter cells, luminescence, 24 h | Potency, µM (series often up to 38.3 µM), without a hit: top-dose activity change, negative = inhibition, actives largely listed as inhibitors | 0.13% of 410,000 active;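 further: loss of luciferase light is scored as toxicity; potency means the concentration at half of the fitted maximal effect; on the % scale 0 is the no-effect control and ±100 the full control effect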
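Compound-treated cells are incubated 24 hr at 37 deg C under 5% CO2 after a 12 hour attachment period, then luciferase detection reagent is added and luminescence is measured following 12 min at room temperature; lowered signal indicates toxicity.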
D3 ag – qHTS of D3 Dopamine Receptor Agonist: qHTS | max activation, % | D3R DiscoveRx beta-arrestin cells, luminescence, 90 min | D(3) dopamine receptor (Homo sapiens), P35462 | 0.58% of 410,000 active; in the data active means max activation above about 30%; further: 0% is about no effect; mostly tested at two doses, the higher about 12 µM
Target sequence (P35462 whole entry, looked up): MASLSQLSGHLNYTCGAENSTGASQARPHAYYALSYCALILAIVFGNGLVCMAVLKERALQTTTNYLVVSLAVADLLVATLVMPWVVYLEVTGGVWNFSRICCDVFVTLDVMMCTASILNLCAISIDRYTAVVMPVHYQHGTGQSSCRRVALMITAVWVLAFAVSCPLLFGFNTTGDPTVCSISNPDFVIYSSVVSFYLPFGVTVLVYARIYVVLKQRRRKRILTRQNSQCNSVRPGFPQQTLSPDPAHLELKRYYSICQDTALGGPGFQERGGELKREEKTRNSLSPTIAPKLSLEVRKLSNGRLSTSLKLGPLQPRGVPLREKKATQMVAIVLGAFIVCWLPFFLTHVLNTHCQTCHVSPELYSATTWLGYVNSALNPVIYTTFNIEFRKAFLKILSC
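Agonist-mode cell screen: cells plated at 1500/well and incubated overnight at 37 °C, then exposed to library compounds for 90 min at 37 °C. Detection reagent was added for 30–60 min at room temperature, and luminescence was read.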
GLP-1R inv ag – qHTS of GLP-1 Receptor Inverse Agonists (Inhibition Mode). HEK293 GLP-1R CRE-luciferase, luminescence, 24 h; GLP-1R form is constitutively active. AID 624417, 2012. Potency, µM (series often up to 38.3 µM), inactives show top-dose activity change, negative = inhibition, usual class: inhibitors. 1.6% of 410,000 active; further: potency means the concentration at half of the fitted maximal effect; on the % scale 0 is the no-effect control and ±100 the full control effect; nearly all actives have a fitted effect of over 55% in size
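Seeding at 200 cells/uL, 12 h culture, 24 hr compound treatment, then luciferase reagent and a luminescence read; cells are HEK293 stably expressing a constitutively active GLP-1R plus cAMP-responsive luciferase.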
TDP-43 yeast inh – qHTS of TDP-43 Inhibitors; AID 652104, 2013; TDP-43 expressing yeast growth rescue, BacTiter-Glo, 24 h; 1.8% of 410,000 active; Potency, µM (titrated, usually from 46.1 µM), without a hit: at the top dose growth rescue (activation), most hits filed as activators; further: potency means the concentration at half of the fitted maximal effect; % of control where 0% means no effect; nearly all actives have a fitted effect of over 50% in size
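In this qHTS, compounds that restore growth of yeast expressing TDP-43 appear as activators. Cells (OD600=0.02, galactose medium, raffinose-pregrown) are incubated with compound 24 hr at 30 deg C and growth is quantified by BacTiter-Glo.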
D3 antag – qHTS of D3 Dopamine Receptor Antagonist: qHTS. D(3) dopamine receptor (Homo sapiens), P35462. D3R cells, DiscoveRx beta-arrestin luminescence, antagonist mode; stronger effect = lower value. max response, negative = inhibition, %. 2.5% of 360,000 active. AID 652054, 2013; in the data active means max response below about -50%; inconclusive means no clear call, values can overlap the other calls; further: on the % scale 0 is the no-effect control and ±100 the full control effect; mostly tested at two doses, the higher about 12 µM
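Cells expressing the human receptor were seeded at 1500 cells/well, incubated overnight at 37 degrees C in 5% CO2, then exposed to library compounds with dopamine controls for 90 minutes at 37 degrees C before luminescent detection.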
aSyn yeast inh – qHTS of alpha-syn Inhibitors. Yeast expressing alpha-synuclein, growth rescue, BacTiter-Glo, 24 h. Potency, µM (doses to about 46.1 µM), for inactives: at the top dose growth rescue (activation), usual class: activators. 0.14% of 370,000 active. AID 652106, 2013; further: potency means the concentration at half of the fitted maximal effect; % of control where 0% means no effect; nearly all actives have a fitted effect of over 65% in size
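Screening used galactose-induced yeast with toxic alpha-synuclein levels, exposed to compound for 24 hr at 30 deg C. Cell growth, read with BacTiter-Glo luminescence, gave the measured signal.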
PTHR1 ag – qHTS for PTHR1 Agonists: Primary Screen | HEK293 GP2 PTHR1 cells, GloSensor cAMP luminescence, 1 h | Parathyroid hormone/parathyroid hormone-related peptide receptor (Homo sapiens), Q03431 | AID 743266, 2014 | Potency, µM (titrated, usually from 115 µM), without a hit: at the top dose activation, most hits filed as activators | 0.075% of 410,000 active; further: potency means the concentration at half of the fitted maximal effect; nearly all actives have a fitted effect of over 55% in size; some results filed as inactive show a strong effect at the top dose; inactives centre near -15; many of its hits are not listed in these tables
Target sequence (Q03431 whole entry, looked up): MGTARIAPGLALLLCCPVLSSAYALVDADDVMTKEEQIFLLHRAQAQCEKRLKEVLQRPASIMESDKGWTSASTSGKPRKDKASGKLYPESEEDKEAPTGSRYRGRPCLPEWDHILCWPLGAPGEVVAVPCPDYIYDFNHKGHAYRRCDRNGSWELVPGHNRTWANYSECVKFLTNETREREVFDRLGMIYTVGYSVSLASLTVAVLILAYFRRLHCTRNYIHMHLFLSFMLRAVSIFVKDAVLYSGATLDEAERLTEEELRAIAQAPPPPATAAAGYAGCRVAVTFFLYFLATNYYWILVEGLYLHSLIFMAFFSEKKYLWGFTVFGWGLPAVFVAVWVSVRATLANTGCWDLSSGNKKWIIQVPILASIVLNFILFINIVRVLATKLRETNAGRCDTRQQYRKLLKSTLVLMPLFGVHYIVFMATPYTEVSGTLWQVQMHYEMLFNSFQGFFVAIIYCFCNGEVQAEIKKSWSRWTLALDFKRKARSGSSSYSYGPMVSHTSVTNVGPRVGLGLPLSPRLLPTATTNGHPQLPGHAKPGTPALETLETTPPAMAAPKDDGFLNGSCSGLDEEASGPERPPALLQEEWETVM
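HEK-293-derived GP2 cells expressing PTHR1 and a GloSensor cAMP reporter, 3,000/well, plated overnight, given luciferin plus IBMX (each 0.5 mM as added) for 1 h at 37 °C, then compound for 1 h at 37 °C. Luminescence was read after 15 min at room temperature.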
* = called active by the depositor; i = inactive; ? = inconclusive; · = not tested or not shown; [ ] = another dose, or the depositor's remark. Unless noted, the call rests on the fitted dose curve; in most records, active means well fitted curve in the direction sought with a large enough effect; inconclusive means small, poorly fitted or top-dose-only effect, or another doubt; inactive means no such curve, though single readings can be large; an effect the other way counts as inactive or inconclusive.

# | SMILES | GLP-1R agonist | KB-V1 cytotox | GLP1R cytotox | D3 ag | GLP-1R inv ag
1 | Oc1cc(OCc2ccccc2)ccc1-c1[nH]ncc1-c1ccccc1 | 1% | -25% | ? | 9 | ?
2 | Cc1ccsc1CN(C)C(=O)c1cc(S(=O)(=O)N2CCOCC2)ccc1N1CCCC1 | 12% | ? | -1% | 8 | 2%
3 | CC1(C)OC(=O)C(=CNNc2c(Cl)cc(Cl)cc2Cl)C(=O)O1 | 8% | 14% | -2% | 2 | 30%
4 | CCOC(=O)N1CCN(Cc2nc3c(c(=O)n(C)c(=O)n3C)n2Cc2ccccc2)CC1 | -5% | 0% | 3% | 3 | 21%
5 | Cc1[nH]ncc1-c1nc2ccccc2[nH]1 | 9% | ? | 4% | -3 | 29%
6 | O=C(Nc1cccnc1)c1cc(-c2cccc(Br)c2)nc2ccccc12 | -6% | 10µM* | -17% | 3 | ?
7 | COc1ccccc1/C=C1\SC(=S)N(CCC(=O)N2CCCCC2CCO)C1=O (stereo not given) | 7% | -24% | ? | 7 | ?
8 | COc1cc(OC)cc(C(=O)Oc2ccc(/C=N/Nc3nc4ccccc4s3)cc2OC)c1 | -11% | ? | -26% | 20 | -19%

# | TDP-43 yeast inh | D3 antag | aSyn yeast inh | PTHR1 ag
1 | -89%[inhibitor] | ? | -59%[inhibitor] | -24%
2 | 10% | 10 | 3% | -18%
3 | 11% | -23 | 0% | -20%
4 | 11% | -2 | -2% | i
5 | -4% | -23 | -3% | i
6 | 24% | 22 | -14% | -8%
7 | -3% | 4 | 17% | -11%
8 | 28% | 13 | -10% | i

More entries.
# | SMILES | GLP-1R agonist | KB-V1 cytotox | GLP1R cytotox | D3 ag | GLP-1R inv ag
9 | Cc1csc(NC(=O)CCc2nc3ccccc3s2)n1 | 6% | 0% | 2% | -4 | 2%
10 | CCCSc1nnc(NC(=O)c2ccco2)s1 | 5% | 0% | 0% | -6 | 6%
11 | O=C(CC(SCCO)c1ccc([N+](=O)[O-])cc1)c1ccco1 (stereo not given) | -7% | 0% | 3% | -6 | -17%
12 | Cn1c(C(=O)N2CCCC(C(=O)N3CCN(c4ccccc4)CC3)C2)cc2sccc21 (stereo not given) | · | 4% | -4% | -10 | -23%
13 | COc1ccc(CCNC(=O)c2ccc(N3CCCC3=O)cc2)cc1OC | 0% | 11% | 7% | -6 | -2%
14 | COc1ccccc1NC(=O)Cn1cnc2c(cnn2-c2ccccc2)c1=O | -6% | -15% | -8% | 2 | 5%
15 | CCCNC(=O)COCc1cc(-c2ccc(F)cc2)on1 | · | 2% | 3% | 0 | 3%
16 | Cn1c(C(=O)N2CCCC(C(=O)NCc3ccccc3)C2)cc2sccc21 (stereo not given) | 8% | -26% | 5% | -7 | ?

# | TDP-43 yeast inh | D3 antag | aSyn yeast inh | PTHR1 ag
9 | ? | 3 | 10% | i
10 | 27% | -13 | -16% | -9%
11 | 2% | ? | -2% | -21%
12 | 19% | · | · | -1%
13 | -18% | 34 | 5% | i
14 | 7% | 22 | 2% | -16%
15 | ? | · | · | i
16 | 1% | 2 | 9% | i

Carrying on.
# | SMILES | GLP-1R agonist | KB-V1 cytotox | GLP1R cytotox | D3 ag | GLP-1R inv ag
17 | CC(=O)Nc1ccc(NC(=O)COC(=O)c2ccc(S(=O)(=O)N(C)c3ccccc3)cc2)cc1 | -7% | 5% | 3% | -1 | -16%
18 | CCn1c(C2CC(=O)N(c3ccc(C)c(C)c3)C2)nc2ccccc21 (stereo not given) | 15% | 14% | 5% | -7 | 6%
19 | Cc1cccc(N2CCN(CC(O)COc3ccccc3)CC2)c1 (stereo not given) | -4% | 19% | -18% | -10 | ?
20 | CCC(C)Sc1ccc([C@@H]2[C@H]3C(=O)N(CC)C(=O)[C@H]3[C@]3(C(=O)OC)CCCCN23)cc1 (stereo not given in full) | 3% | 10µM* | 0% | -4 | ?
21 | COc1ccccc1CNC(=O)C1CCCN(S(=O)(=O)c2ccc3c(c2)C(C)(C)C(=O)N3C)C1 (stereo not given) | 4% | 20% | 13% | 2 | 3%
22 | CC(=O)N1C(=O)NC(c2ccccc2)=C([N+](=O)[O-])C1c1ccccc1 (stereo not given) | 3% | -9% | 4% | -6 | -19%
23 | COc1ccc2c(c1)c(CCNNC(=O)C(C)(C)C)c(C)n2C(=O)c1ccc(Cl)cc1 | 5% | 10% | ? | -10 | 10µM*
24 | CC(=O)/C(N=Nc1nc2c([nH]1)c(=O)n(C)c(=O)n2C)=C(\C)O | 13µM* | 20% | 2% | 9 | 80%[activator]

# | TDP-43 yeast inh | D3 antag | aSyn yeast inh | PTHR1 ag
17 | 8% | 3 | 1% | -14%
18 | 22% | ? | 0% | -17%
19 | -1% | -71* | 10% | i
20 | -47%[inhibitor] | -22 | -10% | -20%
21 | -2% | 51 | -3% | -17%
22 | -9% | 10 | -5% | i
23 | ? | 27 | ? | -43%[inhibitor]
24 | -19% | 7 | -9% | i

Continuation.
# | SMILES | GLP-1R agonist | KB-V1 cytotox | GLP1R cytotox | D3 ag | GLP-1R inv ag
25 | COc1ccccc1CN1CCC(n2nccc2NC(=O)c2ccccc2Cl)CC1 | -6% | ? | -3% | 1 | -15%
26 | CCCOc1ccc(N2C(=O)CC(NCc3cccs3)C2=O)cc1 (stereo not given) | 16% | ? | -4% | -3 | -10%
27 | Cc1cc(-c2nn(-c3ccccc3F)cc2CN2CCCC(CO)C2)c(C)s1 (stereo not given) | 2% | -14% | -4% | -4 | ?
28 | COc1ccc(-c2nc3cccc(C)n3c2NCC2CCCO2)cc1O (stereo not given) | 8% | 12µM* | -8% | -6 | -15%
29 | O=C(c1ccccc1)c1ccc(-c2ccc(O)cc2)cc1 | 7% | ? | 7% | 5 | ?
30 | Cc1cc(NS(=O)(=O)c2ccc(NC(=O)CSc3nc4sc(C)c(C)c4c(=O)[nH]3)cc2)no1 | -5% | 1% | 8% | 1 | 11%
31 | CCc1cn(C2CC(O)C(CO)O2)c(=O)[nH]c1=O (stereo not given) | -4% | -4% | -1% | -2 | 0%
32 | COCCN(CCOC)Cc1cc(=O)oc2cc3c(cc12)CCC3 | 4% | -14% | -14% | 2 | 0%

# | TDP-43 yeast inh | D3 antag | aSyn yeast inh | PTHR1 ag
25 | -11% | -2 | 0% | i
26 | 5% | 0 | 2% | -7%
27 | -6% | -53* | 3% | -15%
28 | -4%[9.22 µM] | 9 | -4% | -58%[inhibitor]
29 | ? | 0 | -9% | -14%
30 | -3% | -7 | -7% | i
31 | 11% | 8 | 4%[1.84 µM] | i
32 | 1% | -11 | 4% | i

Shown with values under each structure: 6 of the compounds above
Values in the order – GLP-1R agonist, KB-V1 cytotox, GLP1R cytotox, D3 ag, GLP-1R inv ag, TDP-43 yeast inh, D3 antag, aSyn yeast inh, PTHR1 ag
(25) COc1ccccc1CN1CCC(n2nccc2NC(=O)c2ccccc2Cl)CC1
→ -6%, ?, -3%, 1, -15%, -11%, -2, 0%, i
(26) CCCOc1ccc(N2C(=O)CC(NCc3cccs3)C2=O)cc1 (stereo not given)
→ 16%, ?, -4%, -3, -10%, 5%, 0, 2%, -7%
(27) Cc1cc(-c2nn(-c3ccccc3F)cc2CN2CCCC(CO)C2)c(C)s1 (stereo not given)
→ 2%, -14%, -4%, -4, ?, -6%, -53*, 3%, -15%
(28) COc1ccc(-c2nc3cccc(C)n3c2NCC2CCCO2)cc1O (stereo not given)
→ 8%, 12µM*, -8%, -6, -15%, -4%[9.22 µM], 9, -4%, -58%[inhibitor]
(29) O=C(c1ccccc1)c1ccc(-c2ccc(O)cc2)cc1
→ 7%, ?, 7%, 5, ?, ?, 0, -9%, -14%
(30) Cc1cc(NS(=O)(=O)c2ccc(NC(=O)CSc3nc4sc(C)c(C)c4c(=O)[nH]3)cc2)no1
→ -5%, 1%, 8%, 1, 11%, -3%, -7, -7%, i

(list continues)
# | SMILES | GLP-1R agonist | KB-V1 cytotox | GLP1R cytotox | D3 ag | GLP-1R inv ag
33 | CCCN1CCN(C(=O)Nc2ccc(C(=O)OCC)cc2)CC1 | 6% | ? | -17% | 4 | -4%
34 | Cc1[nH][nH]c(=O)c1C(c1cc(Br)ccc1O)c1c(C)[nH][nH]c1=O | 0% | ? | -11% | 5 | -18%
35 | Cc1ccc(Cn2c(CCCO)nc3ccccc32)cc1 | 9% | 4% | 11% | 4 | -11%
36 | Cn1ncc(Cl)c(Oc2ccc(Cl)cc2)c1=O | -1% | -18% | -6% | -3 | -11%
37 | Cc1ccc(NC(=S)N2CCN(c3ncccn3)CC2)c(C)c1 | 0% | -2% | -5% | 5 | -12%
38 | COc1cc(OC)cc(-c2cc3cc4c(cc3cn2)OCO4)c1 | 23% | ? | ? | -7 | ?
39 | COc1ccc(C(=O)NCCn2cc(SCC(=O)Nc3ccc4c(c3)OCCO4)c3ccccc32)cc1 | -2% | -25% | ? | 5 | ?
40 | Cc1ccc(NC(=S)NC(=O)C2CC2)cc1Cl | -6% | 11% | ? | -10 | 10µM*
41 | CCCCc1c(C)nc2c(-c3ccc(Cl)cc3)c(C)[nH]n2c1=O | -5% | ? | -7% | -10 | -17%

# | TDP-43 yeast inh | D3 antag | aSyn yeast inh | PTHR1 ag
33 | -11% | -10 | 0% | i
34 | 11% | 0 | -4% | i
35 | 18% | -7 | 5% | i
36 | 6% | 0 | -1% | i
37 | 26% | 21 | 15% | i
38 | ? | -17 | 0% | -93%[inhibitor]
39 | 3% | · | · | -67%[inhibitor]
40 | 32µM* | 3 | -20% | -15%
41 | 23% | · | · | -3%

This is a subset (hit frequency here may not be typical).
